TAG inh: triacylglycerol accumulation inhibition; inhibition, % at 12.5 µM; 230,000 tested, 0.66% active; H9c2 cells, Nile Red lipid (TAG) fluorescence; cells loaded with 200 µM oleic acid;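 active = pattern-corrected inhibition of lipid staining of at least 50% with the nuclear-stain viability signal not falling by more than 50%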;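 note: 0% = DMSO wells and 100% = triacsin C control wells; some results filed as inactive read as strong as hits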
TAG inh DAPI viability: recorded beside TAG inh, whose call it bears; DAPI nuclei signal change (viability), lower = more cytotoxic, %;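 whole-well DAPI fluorescence read on a plate reader as a viability signal; minus 50 percent equals half of cells still viable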
Numbers without * were called inactive.

Each structure is followed by: TAG inh DAPI viability	TAG inh
O=C(Nc1cccc(F)c1)OC(CN1CCCCC1)C(F)(F)F (configuration not stated)
 : -11	-11
CCOCCCNC(=O)/C(C#N)=C/c1ccc([N+](=O)[O-])o1
 : -90	99
O=C(CSc1nncc2ccccc12)N1CCCCC1
 : -5	8
Cc1cc(Cl)ccc1OCC(=O)OCC(=O)NC1CCCC1
 : 0	4
CCC(C)Nc1nc2c(C)cccn2c(=O)c1C=Nc1ccc(OC)cc1 (configuration not stated)
 : 4	14
Cc1ccc(N2CCN(C(=O)c3ccccc3NC(=O)/C=C\C(=O)O)CC2)cc1
 : 6	-3
Cc1noc2ncnc(SCc3ccc(C(F)(F)F)cc3)c12
 : -3	1
COc1ccc(-c2noc(CN3C(=O)c4ccccc4C3=O)n2)cc1
 : 23	-5
CN(Cc1cnc2nc(N)nc(N)c2n1)c1ccc(C(=O)NC(CCC(=O)O)C(=O)O)c2ccccc12 (configuration not stated)
 : -13	20
Cc1cc(NC(=O)NC2CCCN2S(=O)(=O)c2ccc(Cl)cc2)no1 (configuration not stated)
 : 6	3
COc1cc2c(cc1OC)C(c1ccccc1)N(C(=O)c1ccccc1)CC2 (configuration not stated)
 : 8	-17
O=C(O)c1ccc(Nc2cnc3ccccc3n2)cc1
 : -13	6
CC(C)CC(NC(=O)C(NC(=O)OC(C)(C)C)C(C)C)C(=O)N1CCCC1C(N)=O (configuration not stated)
 : -1	7
CCCCC(c1nnnn1CC1CCCO1)N1CCN(Cc2ccccc2)CC1 (configuration not stated)
 : 10	-19
Oc1ccccc1-c1nc(N2CCN(Cc3ccccc3)CC2)c2ccccc2n1
 : -5	26
CCN(CC(=O)Nc1ccc2c(c1)OCO2)CC(=O)Nc1ccccc1C(F)(F)F
 : 0	-11
CNc1nc(NCCOc2ccccc2)c2sccc2n1
 : 3	-13
COc1ccc(C2CC(c3ccccc3)=NN2C(=O)CN2CCN(Cc3ccccc3)CC2)cc1 (configuration not stated)
 : 22	8
CCCNC(=O)N(C)C[C@@H]1Oc2ncc(-c3ccncc3)cc2C(=O)N([C@H](C)CO)C[C@@H]1C
 : 17	-19
COc1ccccc1C(O)Cc1nc2ccccc2n1C (configuration not stated)
 : 6	-6
CCOC(=O)N1CCC(NC(=O)CCc2nc(-c3ccc(C)cc3)no2)CC1
 : -11	18
CCCCNC(=O)Nc1nnc(-c2ccccc2)o1
 : -8	-8
Cc1ccc(OCC(=O)N/N=C/c2cn[nH]c2-c2ccc(Cl)c(Cl)c2)cc1
 : 9	40
COc1ccc(CNC(=O)c2ccc(Br)s2)cc1OC
 : -8	1
O=C(NCc1ccco1)c1cccc(N2CCCC2=O)c1
 : -1	13
O=C(CSc1nnc(Cc2ccc(Cl)cc2)o1)Nc1ccccc1
 : -1	4
CS(=O)(=O)c1nc2c(cc1C#N)CCCC2
 : 5	-2
COc1ccc(CCNC(=O)CN2CCN(c3cccc(Cl)c3)CC2)cc1OC
 : -5	24
O=C(COC(=O)c1ccc([N+](=O)[O-])s1)NNC(=O)c1ccccc1
 : -1	-3
O=C(NCc1ccccc1)NC1(C(=O)N2CCCC2)CCCCC1
 : 3	-8

Structural class, the entries above with a cyano group.
Each structure is followed by: TAG inh DAPI viability	TAG inh
CCOCCCNC(=O)/C(C#N)=C/c1ccc([N+](=O)[O-])o1
 : -90	99
CS(=O)(=O)c1nc2c(cc1C#N)CCCC2
 : 5	-2

More compounds follow.
Each structure is followed by: TAG inh DAPI viability	TAG inh
CCC1S/C(=C(\C#N)C(=O)NCc2ccco2)N(c2ccc(F)cc2)C1=O (configuration not stated)
 : 0	9
O=C(CN1CCN(Cc2ccc(Cl)cc2)C1=O)NCCN1CCCC1
 : -4	7
COc1ccc(C(=O)N/N=C/c2ccc(N(C)c3ccccc3)cc2)cc1
 : 22	2
COc1ccc(CNC(=O)C2CSC(c3ccc(OC)cc3)N2C(C)=O)cc1 (configuration not stated)
 : 5	-3
O=C(Nc1nc2cc3c(cc2s1)OCO3)c1ccc(N2C(=O)CCC2=O)cc1
 : 28	7
CCN(CC(=O)Nc1ccc2c(c1)OCCO2)C(=O)/C=C/c1cccc(Br)c1
 : 1	-3
O=C(NC(=S)Nc1ccc2c(c1)OCCO2)c1ccccc1F
 : -5	-10
CC1=CS(=O)(=O)CC1SC(=S)N(C)C1CCS(=O)(=O)C1 (configuration not stated)
 : 6	-6
CC1CCCC(NC(=O)CCNC(=O)c2ccccc2Cl)C1C (configuration not stated)
 : 1	-21
COc1ccc2[nH]c(=O)c(-c3noc(-c4ccccc4)n3)cc2c1
 : 2	-7
CNc1nc(-c2ccc3c(c2)CCN3S(=O)(=O)c2ccccc2)c(C)s1
 : -3	-12
CSCCC(N=C1NS(=O)(=O)c2ccccc21)C(=O)NCc1ccccc1F (configuration not stated)
 : -10	15
CN(CC(=O)Nc1c(Cl)cccc1Cl)C(=O)c1cccc(S(=O)(=O)NCc2ccccc2)c1
 : -4	17
COc1ccccc1NC(=O)CN(Cc1ccccc1)S(C)(=O)=O
 : 7	-1
O=c1c2ccccc2cnn1-c1ccc(Br)cc1
 : -3	0
Cn1cccc1C(=O)OCC(=O)NCc1cccs1
 : 5	-1
CCOc1cccc(C2C(C(=O)c3cccs3)=C(O)C(=O)N2Cc2cccnc2)c1 (configuration not stated)
 : -9	9
Cc1ccc(N2C(=O)[C@@H]3C(c4cccnc4)=NO[C@@H]3C2=O)c(C)c1
 : 0	-4
Cn1nccc1C(=O)NC1CCN(Cc2ccccc2)CC1
 : -7	13
CCN(CC)CCCN1C(=O)C(O)=C(C(=O)c2ccco2)C1c1ccc(C)o1 (configuration not stated)
 : 2	1
CC1(C)CC(=O)C=C(c2ccc(-c3ccc(S(C)(=O)=O)cc3)cc2)C1=O
 : -3	6
COCCn1c(C)cc(C(=O)COC(=O)c2ccc(-n3nc(C)cc3C)cc2)c1C
 : 0	-58
COC(=O)c1ccccc1OCCOCCOc1cccc2ccc(C)nc12
 : 2	-4
COCOCCn1cc(CN2CCS(=O)(=O)N(Cc3ccc(-c4ccc(C)cc4)cc3)C(CC(C)C)C2=O)nn1 (configuration not stated)
 : -1	0
Cc1ccc(C(=O)NC(NC(=O)c2ccc(C)cc2)C(Cl)Cl)cc1
 : 3	32
Cc1cc2nccc(-c3ccccn3)n2n1
 : 1	0
O=C(CSc1nnnn1-c1cccc2c1CCCC2)N1CCCC1
 : 0	10
O=C(CN1CCN(Cc2ccc3c(c2)OCO3)CC1)Nc1ccc2[nH]c(=O)[nH]c2c1
 : 3	-2
Cc1cc(C)nc(SCC(=O)NC(=O)c2ccccc2O)n1
 : 2	-3
O=C(COC(=O)c1cc(Br)ccc1O)Nc1ccc2c(c1)OCO2
 : -3	-5

Seven records drawn at random from the list so far, as already listed:
Each structure is followed by: TAG inh DAPI viability	TAG inh
CNc1nc(-c2ccc3c(c2)CCN3S(=O)(=O)c2ccccc2)c(C)s1
 : -3	-12
CN(CC(=O)Nc1c(Cl)cccc1Cl)C(=O)c1cccc(S(=O)(=O)NCc2ccccc2)c1
 : -4	17
COC(=O)c1ccccc1OCCOCCOc1cccc2ccc(C)nc12
 : 2	-4
CCOc1cccc(C2C(C(=O)c3cccs3)=C(O)C(=O)N2Cc2cccnc2)c1 (configuration not stated)
 : -9	9
Cc1ccc(C(=O)NC(NC(=O)c2ccc(C)cc2)C(Cl)Cl)cc1
 : 3	32
COc1ccccc1NC(=O)CN(Cc1ccccc1)S(C)(=O)=O
 : 7	-1
CCN(CC(=O)Nc1ccc2c(c1)OCCO2)C(=O)/C=C/c1cccc(Br)c1
 : 1	-3

The listing continues.
Each structure is followed by: TAG inh DAPI viability	TAG inh
COc1ccc(CC(=O)Nc2ccc(N3CCCCC3)cc2)cc1
 : 1	1
CC(C)c1cccc(C(C)C)c1OC(=O)NC(=O)c1c(F)cccc1F
 : -2	16
COC1=CC(=O)OC(c2ccco2)C1 (configuration not stated)
 : -5	-2
Cc1ccc2c(c1)/C(=C/c1ccco1)C(=O)N2
 : 4	-10
CC(OC(=O)[C@@H]1CCCN1C(=O)c1cccs1)C(=O)Nc1cccc([N+](=O)[O-])c1 (some centres not stated)
 : 6	-2
COc1ccc(NC(=O)C2(C)CCN2C(=O)c2ccccc2CCc2ccccc2)cc1OC (configuration not stated)
 : -10	20
CCCCn1c(=O)[nH]c(=O)c2c1nc(-c1ccccc1F)n2Cc1ccccc1OC
 : -2	-10
COc1cc(OC)cc(C(=O)N[C@H](C(=O)Nc2nnc(C3CC3)s2)C(C)C)c1
 : 0	2
CCOc1c(S(=O)(=O)NC2CC(C)(C)NC(C)(C)C2)ccc(Cl)c1Cl
 : 3	26
COc1cc(-n2c(=O)c3ccccc3n(CC(=O)c3ccccc3)c2=O)cc(OC)c1OC
 : -16	25
O=C(c1cc2ccccc2o1)N(C1CC1)C1(C(=O)Nc2ccccc2)CCCC1
 : 7	-22
CC(C)Sc1nc2c(cnn2-c2ccc(F)cc2)c(=O)[nH]1
 : -12	13
Cc1ccccc1C(=O)OCc1nnc(-c2ccc(Cl)cc2)o1
 : 0	1
Cc1ccc(S(=O)(=O)NC(=O)Nc2nnc(C3CC3)s2)cc1
 : -5	6
CCCn1nc2cc(C(=O)NCc3ccc4c(c3)OCO4)ccc2c1OCC
 : 7	30
Cn1cccc1C(=O)NC(=O)COC(=O)c1ccccc1Sc1ccccc1C#N
 : -4	2
Cc1ccc(NC(=O)c2ccccc2NS(=O)(=O)c2ccc(F)cc2)cc1S(=O)(=O)N1CCCCC1
 : 3	-7
Cc1ccc(NC(=O)CSCC(=O)NNC(=O)c2nn(C)c(=O)c3ccccc23)cc1
 : 6	24
Cc1ccccc1-n1nnnc1SCC(=O)Nc1ccc(S(=O)(=O)N2CCCC2)cc1
 : 5	9
COc1cc(NS(=O)(=O)c2ccc(NS(=O)(=O)c3ccccc3)cc2)nc(OC)n1
 : -2	3
Cc1nc(N2CCOCC2)nc(OC(C)C)c1[N+](=O)[O-]
 : 9	-9
CCN(CC)C(=O)c1cccc(-c2csc(C(NC(C)=O)c3cccc(OC)c3)n2)c1 (configuration not stated)
 : -10	-16
COc1cc(NC(=O)c2ncn[nH]2)cc(OC)c1OC
 : 8	-11
O=C(NN1C(=O)NC2(CCCCC2)C1=O)c1ccc(-c2ccc(Cl)cc2)o1
 : -3	-3
O=C(c1cccc2ccccc12)C1CCCN(C(=O)CCCn2cncn2)C1 (configuration not stated)
 : 3	-44
COc1ccc(O)c(C(=O)c2coc(=N)c(C(=O)Nc3ccc(SC(F)F)cc3)c2)c1
 : 0	0
Cc1ccc(C(C(=O)NC2CCCC2)N2CCCC(C)C2)cc1 (configuration not stated)
 : -11	-4
CS(=O)(=O)N(CC(=O)NCc1ccc2c(c1)OCO2)c1cccc(Cl)c1
 : -1	5
CCC(C(=O)NC(C)(C)C)N(Cc1ccccc1Cl)C(=O)c1snc(C(N)=O)c1N (configuration not stated)
 : -3	-2
Cc1ccc(C)c(NC(=O)CN(C)C(=O)C2CCCC2)c1
 : -4	-3
CCCc1nc2oc3cc(OC)ccc3c(=O)c2c(=O)n1CCc1ccccc1
 : 19	-6
CCCNC(=O)c1onc(CSc2nc3ccccc3[nH]2)c1C(=O)NCCC
 : 2	6
CC1(C)Cc2c(cnn2-c2ccc(F)cc2)C(NC(=O)C2CCC2)C1 (configuration not stated)
 : 2	19
CC(=O)c1cccc(NC(=O)COC(=O)c2ccc3c(c2)OCO3)c1
 : -6	-6
CC(C)C1CC(CCN)(c2ccccc2)CCO1 (configuration not stated)
 : 1	12
COCCNc1oc(/C=C/c2cccs2)nc1S(=O)(=O)c1ccccc1
 : 25	-43
O=C(C1CCCCC1)N1C[C@H](n2cc(-c3ccc(F)cc3)nn2)[C@@H](O)C[C@@H]1c1ccc(Cl)cc1
 : -7	8
Cn1c(=O)c2c(ncn2CC(O)CNc2cccc(Cl)c2)n(C)c1=O (configuration not stated)
 : 8	-18
COc1cc(S(=O)(=O)N2CCOCC2)ccc1NC(=O)COC(=O)/C=C/c1cc(OC)c(OC)c(OC)c1
 : 7	-11
O=C(CN1CCC(c2nc3ccccc3s2)CC1)N1CCCCC1
 : -7	-3
Cc1cc2c(c(=O)n1Cc1cccnc1)C(Cc1ccccc1)C(C#N)=C(N)O2 (configuration not stated)
 : -14	11
O=[N+]([O-])c1cc(-c2n(-c3ccccn3)c3ccccc3[n+]2-c2ccccn2)ccc1Cl
 : 2	-5
CC(=O)Nc1ccc2nc(NC(=O)COc3ccc([N+](=O)[O-])cc3)sc2c1
 : -4	-4
CCn1cc(S(=O)(=O)CC(=O)Nc2cccc(C)c2)c2ccccc21
 : -2	7
COc1ccc(-c2ccc(CNCCCN3CCOCC3)o2)cc1Cl
 : 23	14
COc1ccc(/C=N/NC(=O)C2C(C=C(Cl)Cl)C2(C)C)c(OC)c1 (configuration not stated)
 : 16	-21
O=C(CCNS(=O)(=O)c1ccccc1)OCc1ccc([N+](=O)[O-])cc1
 : 8	-25
Nc1nc2sc3c(c2cc1C(=O)N1CCOCC1)CCCC3
 : 6	-4
COC(=O)c1ccccc1S(=O)(=O)N1CCC(C(=O)OCC(=O)c2ccccc2OC)CC1
 : -2	7
COc1ccc(CCN2CC(C(=O)NCc3cnn(C(C)C)c3)CCC2=O)cc1 (configuration not stated)
 : 0	-6
CC(NC(=O)CCNC(=O)c1ccc(Br)cc1)c1ccc(S(N)(=O)=O)cc1 (configuration not stated)
 : -2	8
Cc1ccc(S(=O)(=O)NC(=O)C2(C)CCN2C(=O)C2(c3ccc(Cl)cc3)CC2)cc1 (configuration not stated)
 : -6	-3
O=C(Nc1ccc(NC(=O)c2ccco2)c(Cl)c1)c1ccc2c(c1)OCCO2
 : -2	15
COC(=O)CCCC1=CC2=C(c3ccccc3)C(=O)C(C)(OC(=O)C3CCCC3)C(=O)C2=CN1CCN1CCOCC1 (configuration not stated)
 : -5	-36
Cc1cc(=O)oc(C)c1C(=O)Nc1ccc(N(C)C)cc1
 : 1	-4
CC1C(=O)N2CCCc3cc(NC(=O)C(=O)NCCN4CCOCC4)cc1c32 (configuration not stated)
 : -4	-3

These rows are one share of the data; the hit share may differ from the screen's.
